Assay outcomes deposited in PubChem by several laboratories.
Hep lipid drop = modulators of hepatic lipid droplet formation | AML12 mouse hepatocytes, oleate lipid droplets, BODIPY imaging | inhibition, % at 6.5 µM | actives 0.4% (n = 240,000) | AID 1656;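 active means lipid droplet intensity inhibited by at least 50%, with more than 500 cells counted; inconclusive means wells with under 300 cells, treated as cytotoxic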
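Assay system: AML12 hepatocytes (mouse); Probe or stimulus: oleic acid at 100 µM to induce lipid droplet formation; Dosing: compound at 6.5 µM only; Schedule: compound with oleate, overnight; Detection: fluorescence imaging, 20x objective, two fields per well; Measure: % inhibition of lipid droplet signal.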
Myeloid diff 2 = myeloid differentiation induction; ER-HoxA9 myeloid progenitors, lysozyme-GFP differentiation, flow cytometry; calls only at 10 µM; actives 1% (n = 360,000); AID 624256;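 active means normalized GFP-positive differentiation at or above the plate's own cutoff, the solvent-only control mean plus 3 SD; inconclusive means no clear call, values can overlap the other calls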;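 further: cells exposed to compound for four days before flow analysis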
P. falciparum M1AAP = P. falciparum M1AAP inhibitors, biochemical, fluorogenic H-Leu-NHMec substrate, 1536-well (AID 1445) | one-dose inhibition, % at 30 µM; IC50 in µM for titrated hits | recombinant M1AAP, H-Leu-NHMec fluorogenic kinetic assay; higher % means a stronger effect | actives 0.42% (n = 220,000);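 active means primary inhibition above the hit cutoff, then over 50% inhibition at one or more dose response concentrations, cut at about 23% in these data, passing the limit was not always enough; inconclusive means conflicting primary data, or primary hits not chosen for dose response; inactive means low primary inhibition, or under 50% at every dose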;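 further: plate controls were DMSO full reaction for no effect and no enzyme background for full effect; strong numbers were not always called active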
CSM14.1 death rescue = protection against thapsigargin-triggered cell killing – 384-well, CSM14.1, ATP luminescence, primary screen (AID 1222); 190,000 tested, under 10 active; cellular ATP content (survival), % at 20 µM; hits with a dose series show EC50 in µM; CSM14.1 thapsigargin-induced death rescue, ATP luminescence; higher % means a stronger effect;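 active means EC50 below 50 µM in the dose-response confirmation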;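 further: death triggered by thapsigargin at about 15 µM added after 2 h compound pretreatment; cell ATP read after overnight thapsigargin exposure of roughly 18 to 22 hours; normalized against plate controls of thapsigargin alone and 5% DMSO vehicle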
human PMI inhibition = MPI enzyme activity inhibition – biochemical, fluorescence intensity, coupled assay, primary screen (AID 1209) | actives 0.42% (n = 190,000) | inhibition, % at 20 µM; hits with a dose series show IC50 in µM | purified PMI enzyme, coupled fluorescence intensity; higher % means a stronger effect;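 further: plate controls were DMSO vehicle for no effect and wells lacking substrate for full effect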
TNAP activation fold = stimulation of alkaline phosphatase TNAP activity – biochemical, luminescent, no phosphate acceptor, uHTS, primary screen (AID 1001) | actives 0.03% (n = 200,000) | purified TNAP, luminescent activation assay, no phosphate acceptor; higher activation fold means a stronger effect | one-dose activation fold at 20 µM; EC50 in µM for titrated hits; in the data active means activation fold from about 3, or a potency from the dose series; inactive means the rest, 99 in 100 with activation fold below about 1.6; further: many of its hits are not listed in these tables
PMI inhibition = human PMI inhibitors, high substrate, primary screen, biochemical, fluorescence intensity, high mannose 6-phosphate (AID 1220); recombinant PMI enzyme, coupled fluorescence intensity; higher % means a stronger effect; one-dose inhibition, % at 20 µM; IC50 in µM for titrated hits; actives 0.66% (n = 190,000)
WT yeast gro inh = growth inhibition of WT yeast, mitochondrial fusion screen | mitochondrial fusion phenotypic screen, WT strain | inhibition, % at 10 µM | actives 2.1% (n = 190,000) | AID 1362; in the data active means inhibition above about 58%; tested in S. cerevisiae
UTI89 phage lysis = protection from phage-mediated lysis, alamar blue read-out – E. coli UTI89, K1F phage, bacterial capsule biogenesis inhibitors (AID 488966) | E. coli UTI89 K1F phage lysis, alamar blue, 2 h; higher % means a stronger effect | inhibition, % at 100 µM; hits with a dose series show IC50 in µM | actives 0.02% (n = 340,000);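 active means phage lysis inhibition, versus mean bacterial control, above a set limit; inconclusive means no clear call, values can overlap the other calls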;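 further: capsule biogenesis inhibitors block K1F phage lysis so surviving cells raise fluorescence; higher fluorescence means more inhibition of phage lysis; actives were called in the ten point dose series up to 300 µM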
WT yeast gro inh mutant strain = also measured in WT yeast gro inh; calls as there; inhibition, %; mitochondrial fusion phenotypic screen, mutant strain inhibition
Hep lipid drop cells 6.5 µM = further read-out of Hep lipid drop, marked with its call; cell count; measured here: cell count, cytotoxicity flag;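 cells counted across two imaged fields per well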
Myeloid diff 2 GFP+ MAC1+ % = recorded beside Myeloid diff 2, whose call it bears; GFP+ MAC1+ double positive, %; measured here: differentiation confirmed by MAC1 staining
* = called active by the depositor; i = inactive; ? = inconclusive; · = not tested or not shown; + = active, no number; [ ] = another dose, or the depositor's remark. Unless noted, no stated cut-off is given here; in the data, active means inhibition above about 50%; inactive means the rest.

SMILES	Hep lipid drop	Hep lipid drop cells 6.5 µM	Myeloid diff 2	Myeloid diff 2 GFP+ MAC1+ %	P. falciparum M1AAP	CSM14.1 death rescue	human PMI inhibition	TNAP activation fold	PMI inhibition	WT yeast gro inh	WT yeast gro inh mutant strain	UTI89 phage lysis
OCCC1CN(Cc2cccn2-c2ccccn2)CCN1Cc1ccccc1 (stereo unspecified)	-2	712	i	0.5	-1%	-1.1%	5%	1.1	-4%	-3	0	0.0%
Cc1cc(C)c(C)c(S(=O)(=O)Nc2ccccc2C(=O)O)c1C	2	644	i	0.1	16%	-1.6%	-19%	1	-15%	6	8	0.3%
O=C(CSc1nnc(COc2ccc(Br)cc2)o1)N1CCOCC1	15	708	i	0.1	·	1.1%	·	1.1	·	3	-1	-0.1%
CCC(C)C(NC(=O)C1CCC(C)CC1)C(=O)Nc1ccc(OC)cc1OC (stereo unspecified)	7	767	i	1.2	7%	1.3%	1%	1.1	4%	7	5	-0.2%
C/C(CCc1ccc2c(c1)OCO2)=N\NC(=S)NC(C)C	-4	719	i	0.1	-3%	0.4%	-2%	1.2	-5%	59*	27*	-0.1%
CC(C)(Oc1ccc(Cl)cc1)C(=O)OCC(=O)Nc1ncc(Cl)cc1Cl	·	·	i	0.6	3%	-0.1%	7%	1	8%	23	3	0.1%
COc1ccc(CC(=O)Nc2c3c(nn2C(C)(C)C)CS(=O)C3)cc1 (stereo unspecified)	·	·	i	1.5	-3%	-0.7%	9%	1.2	12%	2	3	-0.2%
O=C(O)CCC(=O)Nc1cccc2cccnc12	4	724	i	0.3	2%	0.3%	13%	1.1	24%	-10	-9	-0.8%
CCOC(=O)c1cc(C)nc(Sc2ccc(C)cc2)c1C#N	-28	697	i	0.3	-2%	·	·	·	·	·	·	0.2%
O=C(Nc1ccn(Cc2c(F)c(F)c(F)c(F)c2F)n1)c1ccc(COc2ccccc2Cl)cc1	-14	769	i	0.8	-8%	2.3%	5%	1	3%	35	33	5.0%
O=C(/C=C/c1ccc(Cl)cc1)NCc1ccncc1	1	661	i	0.8	11%	-0.4%	5%	1.1	0%	-7	-27	0.1%
Cc1cccc(C)c1OCC(=O)Nc1ccccc1C(F)(F)F	7	653	i	0.5	-1%	1.2%	0%	1.1	-6%	13	8	0.4%
CC(C)(C)n1nnnc1C(c1cccnc1)N(Cc1ccccc1)Cc1ccco1 (stereo unspecified)	·	·	i	1.4	-2%	-1.3%	18%	1	15%	-7	11	-0.6%
Cc1ccc(NC(=O)CCn2cnc3ccccc3c2=O)cc1	14	690	i	0.7	-2%	0.4%	2%	1	2%	38	18	-1.7%
CCn1c(=O)c(C(=O)Nn2c(C)nc3ccccc3c2=O)c(O)c2ccccc21	11	661	i	1.1	14%	-1.4%	7%	0.9	12%	43	58	-0.1%
COc1cc(C2CC(=O)c3cnc(N4CCN(Cc5ccccc5)CC4)nc3C2)cc(OC)c1OC (stereo unspecified)	-10	625	i	0.7	-6%	-0.5%	22%	1.1	19%	2	2	0.4%
COC(=O)c1ccc(CN2CCCCC2)cc1	6	666	i	1.7	-2%	·	·	·	·	·	·	-1.5%
CCOC(=O)N1CCC(NC(=O)C2=CCN(S(=O)(=O)c3ccccc3)CC2)CC1	-7	733	i	0.2	0%	·	·	·	·	·	·	0.2%
CC(=O)c1ccc(OCC(O)COc2ccc(C(C)=O)cc2)cc1	·	·	i	1.0	7%	0.8%	8%	1.1	5%	1	-7	3.3%
CCC(C)n1c(SCC(=O)Nc2cc(C)on2)nc2ccccc2c1=O (stereo unspecified)	·	·	i	0.1	7%	-1.2%	3%	1	-10%	10	-5	?
COC(=O)c1sccc1S(=O)(=O)Nc1ccc(N2CCCCC2)cc1	6	665	i	0.4	6%	·	·	·	·	·	·	11%
COc1cccc(NC(=O)Nc2ccc(C(C)(C)C)cc2)c1	3	679	i	0.0	-3%	-2.9%	15%	1.2	12%	63*	28*	-0.8%
N#C/C(=C/c1ccc(F)cc1)c1nc(CCN2C(=O)c3ccccc3C2=O)cs1	14	667	i	1.3	5%	-0.4%	17%	1.1	15%	0	4	0.4%
Cc1ccc(-c2nnc(C)c(N3CC(C)OC(C)C3)n2)cc1 (stereo unspecified)	·	·	i	0.3	3%	3.0%	6%	1.1	2%	20	15	2.5%
Nc1n[nH]c2c1C1(CCCC1)Cc1ccccc1-2	·	·	i	0.6	4%	-3.1%	-1%	0.7	-11%	-24	-4	1.0%
COc1ccc(OCCC(=O)NC2=NCCS2)cc1	-1	737	i	0.7	4%	-2.7%	10%	1.1	2%	-9	-13	0.1%
COc1ccc(-n2c(Cn3c(=O)sc4ccccc43)nnc2SCC(=O)N2CCOCC2)cc1	·	·	i	1.0	0%	-0.2%	-7%	1	-3%	9	1	5.3%
CC1CCN(c2c([N+](=O)[O-])c(=O)n(-c3ccccc3)c3ccccc23)CC1	·	·	i	0.9	6%	-0.1%	13%	1	-1%	-2	27	3.1%
CCOC(=O)C1CCN(C(=S)Nc2cc(OC)c(OC)cc2C(=O)OC)CC1	1	783	i	0.8	3%	3.5%	11%	1.1	7%	14	-4	9.6%
Cc1cc(-n2nc(C)cc2C)n2nc(C)c(-c3ccccc3)c2n1	10	801	i	7.3	1%	1.6%	-6%	1	-5%	24	29	5.4%
COc1ccc(NC(=O)C(c2cc3c(cc2[N+](=O)[O-])OCO3)N(C)Cc2ccccc2)cc1 (stereo unspecified)	13	660	i	1.6	2%	7.5%	29%	1.1	55%*	21	0	0.4%
CSc1ccc(/C=C/c2ccc3cccc(O)c3n2)cc1	7	680	i	0.1	8%	-1.3%	-34%	1.2	17%	3	4	1.1%
Cc1ccc(-c2nc3cc(NC(=O)C(C)C)ccc3o2)cc1	-7	528	+	0.1*	-4%	-1.6%	17%	1.1	6%	-3	7	0.1%
O=c1cc(COc2ncnc3c(Cl)cc(Cl)cc23)nc2sccn12	3	721	i	0.5	4%	·	·	·	·	·	·	0.5%
O=C(Nc1ccccc1Cl)C1CC(=O)n2c(nc3ccccc32)N1 (stereo unspecified)	4	681	·	·	0%	1.7%	-2%	1.5	-3%	-10	-13	·
O=C(NCCc1cccs1)C1CC(c2c(Cl)cccc2Cl)=NO1 (stereo unspecified)	·	·	i	1.2	2%	0.3%	6%	1.1	5%	-4	6	-0.2%
CN1CCN(c2ccc([N+](=O)[O-])cc2NC(=O)c2ccccc2Cl)CC1	·	·	i	16	2%	-1.5%	-10%	1	-6%	8	-6	0.6%
COCC(=O)NNC(=O)c1ccc(OC)cc1	-16	727	i	0.3	-4%	-1.4%	2%	1.1	3%	-11	-6	-0.3%
COC(=O)c1cc(OC)c(OC)cc1NC(=S)N1CCCC1	2	701	i	0.5	-4%	0.9%	-2%	1.1	-4%	-6	-12	0.6%
COc1nc(OC)nc(N2CCC(C(=O)NCc3ccco3)CC2)n1	-2	753	i	2.2	-5%	-3.5%	0%	1.1	3%	11	7	8.9%
O=C(/C=C/c1ccc([N+](=O)[O-])cc1)OCc1cnc(-c2ccccc2)o1	6	804	i	0.3	4%	-0.8%	-6%	1.1	0%	-3	11	0.8%
Nc1cc(=O)[nH]c(SCC(=O)Nc2cc([N+](=O)[O-])ccc2Cl)n1	-14	684	i	0.4	6%	-1.9%	12%	1.1	13%	-15	-4	0.7%
O=C1CCCc2ccccc2N1	0	755	i	0.5	1%	-2.2%	-12%	1	-1%	10	6	0.1%
O=C(COC(=O)CCSc1ccccc1)NCc1ccccc1Cl	6	505	i	0.4	-3%	-2.4%	23%	1	16%	6	22	2.0%
CN(C(=O)COC(=O)COc1ccccc1F)C1CCS(=O)(=O)C1 (stereo unspecified)	·	·	i	0.9	4%	-0.2%	8%	1.1	10%	-3	-22	0.2%
COc1ccc2c(C)cc(SCC(=O)Nc3c(C)n(C)n(-c4ccccc4)c3=O)nc2c1	·	·	·	·	6%	-0.5%	12%	1.1	13%	-14	-6	-0.9%
C#CCNC(=O)C1=C[C@@H](c2coc3ccccc3c2=O)[C@H](CCCO)[C@@H](OCC)O1	-1	660	i	1.2	-2%	0.7%	8%	1	8%	1	6	-0.2%
Cc1ccc(-c2nnc3ccc(SCC(=O)N4CCc5ccccc54)nn23)cc1	-2	701	i	3.5	1%	-1.0%	18%	1	24%	4	2	-1.4%
Cc1cccc(N2CSC3=C(C#N)C(c4ccc(C)o4)CC(=O)N3C2)c1 (stereo unspecified)	·	·	·	·	10%	-0.6%	-9%	1.1	-1%	8	22	·
CCCCCc1c(C)nc(N2CCc3ccccc3C2)[nH]c1=O	-1	725	i	0.5	-4%	-2.9%	-5%	1	-6%	-3	-4	-0.2%
O=C(Nc1cnn(Cc2ccc(Cl)cc2)c1)c1ccc([N+](=O)[O-])cc1	·	·	i	0.8	16%	0.8%	3%	1.1	4%	2	6	2.5%
COc1ccc(OC)c(-n2nnnc2SCC(=O)Nc2nc(C)c(C)s2)c1	-6	614	i	5.2	4%	-4.2%	21%	1.1	8%	-9	-5	3.5%
Cc1ccc2nc(N/C(=N/S(=O)(=O)c3ccc(F)cc3F)c3ccccc3)sc2c1	-3	730	i	0.2	7%	-2.1%	-6%	1.2	5%	22	9	0.3%
CCOC(=O)/C(C#N)=C/N=c1ccc(C)cn1C	1	719	i	0.6	2%	·	·	·	·	·	·	-0.4%
O=C(NC1CCCCC1)N1CCN(CCc2ccccc2)CC1	-18	671	i	5.4	-2%	-1.4%	2%	0.9	0%	2	9	-0.1%
N#CCCN1CCN(C(=S)c2ccc(-c3ccc(Cl)c(Cl)c3)o2)CC1	·	·	i	0.5	8%	3.5%	10%	1	12%	·	·	2.0%
O=c1cc(N2CCN(c3ccccc3Cl)CC2)[nH]c(=O)n1Cc1ccc(F)cc1	2	676	?	·	-5%	·	·	·	·	·	·	0.7%[50 µM]
